M. tuberculosis: growth inhibition of non-replicating M. tuberculosis (AID 488890); Mycobacterium tuberculosis non-replicating, growth inhibition; higher % means a stronger effect; inhibition, % at 25 µM, or IC50 in µM where a hit was titrated; hit rate 0.39% among 320,000; in the data active = a potency from the dose series; inconclusive = inhibition mostly from about 82% at the one dose, without a potency; inactive = the rest, 99 in 100 with inhibition below about 76%;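 also: plate controls were DMSO cells for no effect and high antibiotic wells for full effect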
inhibitors of VEEV: inhibitors of VEEV TC-83 cytopathic effect, confirmation, Vero cells (AID 588727); Vero cells, VEEV TC-83 cytopathic effect inhibition; higher % means a stronger effect; one-dose inhibition, % at 20 µM; IC50 in µM for titrated hits; hit rate 0.13% among 350,000; in the data active = a potency from the dose series; inconclusive = inhibition mostly from about 14% at the one dose, without a potency; inactive = the rest, 99 in 100 with inhibition below about 12%; also: strong numbers were not always called active
influenza NS1A: H1N1 influenza NS1A inhibitors, functional cell based assay (AID 504329); NS1A functional cell-based assay, percent inhibition; higher % means a stronger effect; inhibition, % at 12.5 µM, or IC50 in µM where a hit was titrated; hit rate 0.3% among 340,000; in the data active = a potency from the dose series; inconclusive = inhibition above about 27% without an active follow-up result; also: strong numbers were not always called active
H37Rv inhibition: M. tuberculosis growth inhibition, HTS (AID 449762); one-dose inhibition, % at 25 µM; IC50 in µM for titrated hits; M. tuberculosis H37Rv growth inhibition, 7H9 media; higher % means a stronger effect; hit rate 0.59% among 330,000; in the data active = a potency from the dose series; inconclusive = inhibition above about 70% without an active follow-up result;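 also: bacterial growth assessed after seven days of incubation; strong numbers were not always called active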
Salmonella PhoP GFP: PhoP regulon inhibitors, Salmonella typhi PhoP promoter GFP reporter, confirmatory (AID 1850) | Salmonella Typhi PhoP-promoter GFP reporter, fluorescence, 4 h; higher % means a stronger effect | hit rate 0.33% among 310,000 | inhibition, % at 50 µM, or IC50 in µM where a hit was titrated; in the data active = a potency from the dose series; inconclusive = inhibition mostly from about 25% at the one dose, without a potency; inactive = the rest, 99 in 100 with inhibition below about 19%;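 also: 0% = induced wells with vehicle and 100% = uninduced wells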
inhibitors of VEEV 10K pilot screen: recorded beside inhibitors of VEEV, whose call it bears; inhibition, %; measured here: 10K pilot screen inhibition
* marks the source's active call; other numbers are inactive results; i = inactive; ? = inconclusive; nt = not tested or not shown.

SMILES	M. tuberculosis	inhibitors of VEEV	influenza NS1A	H37Rv inhibition	Salmonella PhoP GFP	others
COc1ccc(/C=C2\SC(=S)N(CCC(=O)NC3CCCC3)C2=O)cc1OC	-7%	13%	-4%	-14%	2%
O=C1NC(=O)C(CCOc2ccccc2)(CCc2ccccc2)C(=O)N1	nt	1.7%	-2%	nt	nt
CCCN(CC(=O)Nc1ccccc1C)C(=O)c1cccc(-n2cnnn2)c1	-7%	1.1%	-3%	-14%	-6%
CC1=NN(c2ccccc2)C(=O)/C1=C/c1ccc(Cl)cc1	-13%	0.3%	5%	-4%	2%
O=[N+]([O-])c1ccc(NCCCN2CCOCC2)c2ncccc12	11%	0.9%	2%	3%	-4%
CCOC(=O)C1CCCN(C(=O)Cn2ncc3c([nH]c4ccccc43)c2=O)C1 (stereo not drawn)	23%	i	3%	1%	1%
Cc1onc(-c2ccccc2Cl)c1C(=O)Nc1cccc(-c2cn3cccnc3n2)c1	3%	2.0%	5%	-3%	-10%
CC(CCc1ccccc1)NC(=O)c1ccc2nc(N3CCOCC3)sc2c1 (stereo not drawn)	8%	4.5%	-6%	-3%	1%
COc1ccc(/C=C/c2nnc(NC(=O)CSc3ccc(C)cc3)s2)cc1	34%	0.8%	-9%	1%	-6%
COc1ccc(/C=N/S(=O)(=O)c2ccccc2)cc1OC	-12%	0.4%	-3%	0%	12%
CN(C)C(=O)c1noc2cc([N+](=O)[O-])ccc12	-8%	0.8%	0%	-2%	4%
Cc1cccc(NC(=O)c2ccc(S(=O)(=O)N(C)C)cc2)c1	nt	1.4%	-12%	3%	7%
COc1cc(/C=C/C(=O)c2ccc([N+](=O)[O-])o2)ccc1O	?	i	10%	?	2%	inhibitors of VEEV 10K pilot screen=0.0
CC(=O)N1CCN(C(=O)c2cc(C)nc3ccccc23)CC1	5%	0.1%	-10%	-2%	-3%
COc1ccc(N(C(=O)c2ccccc2OC(C)=O)C(C)C2CC2)cc1 (stereo not drawn)	1%	3.0%	3%	-2%	6%
COc1ccc(-n2ccc(=O)c3c2CCCC3=O)cc1	-6%	1.9%	-1%	-2%	4%
CCOc1ccc(C(=O)N[C@H](C(=O)Nc2ccc(OC)c(S(=O)(=O)N3CCOCC3)c2)C(C)C)cc1	25%	i	-12%	-2%	3%
COC(=O)CSc1nc2ccc(NC(C)=O)cc2s1	-11%	0.1%	2%	44%	-14%
CCCc1nc(SCc2ccc(OCC)cc2)n[nH]1	44%	0.0%	-28%	1%	6%
COC(=O)c1ccc(NC(=O)CCS(=O)(=O)c2ccc(Br)s2)cc1	62%	1.6%	-4%	-1%	0%
CC(Oc1ccccc1Cl)C(=O)Nc1ccc(S(=O)(=O)Nc2nccs2)cc1 (stereo not drawn)	19%	8.0%	-4%	-5%	3%
CC(NC(=O)Cn1cc([N+](=O)[O-])cn1)c1ccc(C(C)(C)C)cc1 (stereo not drawn)	27%	1.0%	-17%	8%	0%
COc1ccc(NC(=O)COc2cccc3c2OC(C)(C)C3)cc1OC	13%	12%	-6%	-7%	nt
CCc1ccccc1N1CC(C(=O)Nc2nccs2)CC1=O (stereo not drawn)	-7%	0.9%	8%	-5%	3%
O=C(CCCCO)CCCCCCCC[C@H]1N[C@H](CO)[C@H](O)[C@@H]1O[C@@H]1O[C@H](CO)[C@@H](O)[C@H](O)[C@H]1O	-1%	1.7%	3%	-6%	-1%

Going on with the list:
SMILES	M. tuberculosis	inhibitors of VEEV	influenza NS1A	H37Rv inhibition	Salmonella PhoP GFP	others
Cc1ccc(C2NC(=S)NC3=C2C(=O)CCC3)cc1 (stereo not drawn)	-4%	i	7%	3%	-4%
Cc1nc2ccccc2c2oc(C(=O)NCc3ccc4c(c3)OCO4)cc12	28%	2.8%	3%	-2%	-3%
Cc1ccc(NC(=O)CCC(=O)NNC(=O)c2ccccc2Cl)c(C)c1	3%	0.2%	-2%	1%	7%
Cc1cc(Cl)ccc1OCCCC(N)=O	42%	4.3%	-8%	-5%	-14%
CCN(c1cccc(C)c1)S(=O)(=O)c1cc2c3c(c1)CCC(=O)N3CCC2	-4%	9.9%	14%	1%	3%
COCCNC(=O)c1cc2c(-c3ccccc3F)nn(C)c2s1	-10%	9.9%	10%	13%	-5%
Cc1ccccc1CCNC(=O)Cn1ccc2cc(S(=O)(=O)N3CCCC3)ccc21	6%	5.6%	6%	-2%	9%
COc1ccccc1C(=O)n1nc(-c2ccc(Cl)cc2)nc1N	3%	10%	3%	-2%	2%
COc1cccc(NC(=O)[C@H](CC(C)C)NC(=O)N2CCn3c2nc2ccccc23)c1	37%	0.7%	4%	11%	-6%
Cc1c(N2C(=O)/C(=C\C3CC=CCC3)SC2=S)c(=O)n(-c2ccccc2)n1C (stereo not drawn)	-1%	6.4%	11%	-1%	7%
Cc1cccc(OCCCC(=O)N2CCCCCC2)c1C	33%	i	-25%	12%	-5%
CC(On1c(-c2ccccc2)nc2ccc(Cl)cc21)C(=O)O (stereo not drawn)	-1%	i	-16%	7%	-8%
Cc1ccc(S(=O)(=O)NCc2cn3ccsc3n2)c(C)c1	5%	0.5%	18%	-4%	0%
Cc1ccc(NC(=O)N(CCC(=O)O)Cc2ccccc2)cc1	-1%	2.6%	2%	11%	4%
CCN(CC)CCCn1c2c(c(SCC(=O)Nc3cc(C)on3)nc1=O)CCC2	-3%	1.7%	4%	3%	-11%
Cc1[nH]nc(SCC(=O)NCC(C)C)c1[N+](=O)[O-]	-3%	2.4%	-2%	0%	24%
Cc1c(C=O)c(C=O)c(C)n1Cc1ccccc1	20%	i	1%	41%	0%
O=C(c1ccc2c(=O)n3c(nc2c1)CCCCC3)N1CCN(C(c2ccccc2)c2ccccc2)CC1	nt	i	7%	nt	-11%
O=C(O)C1=CCCN(CCON=C(c2ccccc2)c2ccccc2)C1	-14%	i	-1%	2%	-23%
CCN1C[C@@H]2[C@@H]3C(=O)N(Cc4ccccc4)C(=O)[C@@H]3[C@](CC)(C1=O)N2C(=O)c1ccc(C(C)(C)C)cc1	nt	5.9%	-1%	nt	nt
CC(C(=O)NCC1CCCO1)N1C(=O)C2C3CC(C(Br)C3Br)C2C1=O (stereo not drawn)	-3%	3.7%	-18%	-7%	5%
CCN(CC)S(=O)(=O)c1cccc(-c2nnc(SCC#N)n2Cc2ccccc2)c1	18%	6.5%	-5%	-10%	1%
S=C(c1ccc(N2CCCC2)c(Br)c1)N1CCCCC1	2%	i	7%	3%	7%
Cc1ccc(OCC(=O)c2c(N)n(C)c(=O)n(C)c2=O)c([N+](=O)[O-])n1	-28%	0.8%	-7%	-8%	nt
Brc1ccc(C2=Nn3cnnc3SC2)cc1	19%	i	-81%	1%	-12%

Some of these compounds in order of count of non-hydrogen atoms, high to low:
SMILES	M. tuberculosis	inhibitors of VEEV	influenza NS1A	H37Rv inhibition	Salmonella PhoP GFP	others
O=C1NC(=O)C(CCOc2ccccc2)(CCc2ccccc2)C(=O)N1	nt	1.7%	-2%	nt	nt
COCCNC(=O)c1cc2c(-c3ccccc3F)nn(C)c2s1	-10%	9.9%	10%	13%	-5%
CCc1ccccc1N1CC(C(=O)Nc2nccs2)CC1=O (stereo not drawn)	-7%	0.9%	8%	-5%	3%
CN(C)C(=O)c1noc2cc([N+](=O)[O-])ccc12	-8%	0.8%	0%	-2%	4%
Cc1cc(Cl)ccc1OCCCC(N)=O	42%	4.3%	-8%	-5%	-14%

Quoted at random: 3 entries already listed, in no set order.
SMILES	M. tuberculosis	inhibitors of VEEV	influenza NS1A	H37Rv inhibition	Salmonella PhoP GFP	others
Cc1c(C=O)c(C=O)c(C)n1Cc1ccccc1	20%	i	1%	41%	0%
CC(On1c(-c2ccccc2)nc2ccc(Cl)cc21)C(=O)O (stereo not drawn)	-1%	i	-16%	7%	-8%
Cc1cccc(NC(=O)c2ccc(S(=O)(=O)N(C)C)cc2)c1	nt	1.4%	-12%	3%	7%

New compounds follow:
SMILES	M. tuberculosis	inhibitors of VEEV	influenza NS1A	H37Rv inhibition	Salmonella PhoP GFP	others
COC(=O)c1sccc1NC(=O)CSc1ccccc1NS(=O)(=O)c1cc(Cl)ccc1Cl	9%	3.9%	-5%	-8%	-5%
O=C1CN(C(=O)COC(=O)CNS(=O)(=O)c2ccccc2)c2ccccc2N1	-8%	0.1%	6%	-3%	-4%
Cc1cc(NS(=O)(=O)c2ccc(NC(=O)/C=C/c3c(F)cccc3Cl)cc2)no1	48%	0.5%	3%	2%	-10%
CCNC(=S)N1CCC(C(=O)c2ccc(Cl)cc2)CC1	-3%	0.8%	16%	-3%	-5%
COc1ccc(NC(=S)N2CCN(Cc3cccc(F)c3)CC2)c(OC)c1	-9%	1.8%	-1%	-6%	-5%
COc1ccc(C(=O)NC2CCN(C(=S)Nc3cc(C)ccc3C)CC2)cc1	-4%	i	6%	-4%	-6%
Nc1nc(Nc2cccc(Cl)c2)n[nH]1	4%	2.4%	nt	0%	10%
Cc1cc(COc2ccccc2O)on1	3%	1.2%	-23%	0%	2%
Cn1nc(C(=O)N2CCN(S(=O)(=O)c3ccccc3)CC2)c2ccccc2c1=O	5%	0.4%	6%	7%	-7%
Cc1[nH]c2ccc(-c3n[nH]c(=S)n3-c3ccccc3)cc2c1C	-28%	4.6%	-1%	7%	1%
CCN(CC)c1ccc(NC(=O)COC(=O)CSc2ccc(Br)cc2C)cc1	54%	0.3%	9%	-3%	-11%
COc1ccc(NC(=O)c2cc(OC)c(OC)c(OC)c2)cn1	-4%	i	-2%	1%	-5%
Cc1ccc(S(=O)(=O)N(C)C)cc1NC(=O)COC(=O)c1ccc2c(c1)NC(=O)CS2	10%	0.1%	-9%	8%	-17%
CCOc1c(Br)cc(C2NC(=O)CCC2[N+](=O)[O-])cc1OC (stereo not drawn)	1%	0.9%	-23%	3%	12%
CCOc1ccccc1C(=O)N[C@H](C(=O)OCc1csc(CC(=O)Nc2ccc(C)cc2)n1)C(C)C	52%	8.2%	-23%	-5%	nt
CN(Cc1c(F)cccc1Cl)C(=O)c1ccc(NS(=O)(=O)c2ccc3[nH]c(=O)[nH]c3c2)cc1	13%	2.7%	8%	4%	9%
O=C(COC(=O)c1ccc(OC(F)F)cc1)Nc1cccc(S(=O)(=O)NC2=NCCC2)c1	-15%	i	-3%	-2%	nt
CCN1CCN(C(=S)c2ccc(OCC(=O)Nc3ccc(OC)cc3)cc2)CC1	-5%	i	-2%	-6%	1%
CCCc1n[nH]c(=S)n1Cc1ccco1	19%	1.1%	-16%	9%	17%
COc1ccc(-c2cc(C(=O)N3CC4(C)CC3CC(C)(C)C4)no2)cc1OC (stereo not drawn)	56%	i	0%	?	-6%
CC(=O)Nc1ccc(/C(C)=N/NC(=O)C2CC2c2ccccc2)cc1 (stereo not drawn)	3%	1.7%	1%	-1%	-6%
O=C(O)c1ccc(NS(=O)(=O)c2ccc3c(c2)OCCCO3)cc1	18%	0.6%	2%	5%	-14%
CCc1nnc(NC(=O)CSc2nnc(-c3ccoc3C)n2-c2ccc(C)cc2)s1	48%	1.4%	10%	-4%	8%
Cc1ccc(-n2c(N)c(C(=O)NCc3cccnc3)sc2=S)cc1	7%	i	3%	1%	-9%	inhibitors of VEEV 10K pilot screen=0.6
CCOC(=O)C1CCC(CNCc2ccccc2C)CC1 (stereo not drawn)	0%	0.6%	-9%	5%	-9%

Remaining list, next part.
SMILES	M. tuberculosis	inhibitors of VEEV	influenza NS1A	H37Rv inhibition	Salmonella PhoP GFP	others
CCOC(=O)C(NC(=O)Nc1ccc(F)cc1F)(Oc1ccccc1)C(F)(F)F (stereo not drawn)	-10%	i	5%	-7%	-18%
CCNC(=O)NCCc1c[nH]c2ccc(Cl)cc12	6%	2.0%	4%	-4%	9%
N#Cc1c(N)nc2c3c(sc(=N)c2c1N)NC(=O)CC3c1ccccc1 (stereo not drawn)	-7%	6.6%	-3%	-2%	9%
COc1ccc([C@H]2CC(=O)C=C(c3cccc(Cl)c3)C2)cc1	23%	i	2%	9%	nt
CCOc1ccc(CCNC(=O)C2CCN(S(=O)(=O)N3CCOCC3)CC2)cc1OCC	-6%	2.8%	4%	-4%	-8%
COc1ccc(CCC(=O)Nc2nccs2)cc1OC	1%	0.8%	-4%	6%	-7%
Cc1ccc(Cl)cc1NC(=O)Cn1c(C)csc1=O	17%	0.7%	-9%	-3%	nt
Cc1ccc(S(=O)(=O)Nc2cc(S(=O)(=O)N3CCCCC3)ccc2N2CCOCC2)cc1	16%	1.2%	-2%	0%	7%
O/N=C1\CCCc2c1nc(-c1ccccc1F)n2O	-5%	6.4%	nt	-1%	6%
COc1ccc(Cl)cc1S(=O)(=O)N(C)CC(=O)NCc1ccc2c(c1)OCO2	5%	0.3%	6%	-2%	-2%
CCC(C)NC(=O)CN1C(=O)CC(C)(C)S(=O)(=O)c2ccccc21 (stereo not drawn)	5%	0.0%	5%	-4%	-4%

Random draw from the library; about 1.6% have a hit in one of these screens.
